STEP block = inhibitors of human striatal-enriched phosphatase STEP; recombinant STEP, OMFP fluorogenic substrate, fluorescence; inhibition, % at 20 µM; AID 588621; 360,000 compounds, 0.25% hits;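 active = inhibition at 20 µM, scaled per plate between control wells, above about 37%, limit read from the data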;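 also: 0% = DMSO with enzyme and substrate and 100% = substrate only without enzyme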
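medium = Bis-Tris buffer pH 6.0, 2.5 mM DTT, 0.005% Tween 20 | test system = STEP (striatal-enriched tyrosine phosphatase) enzyme, cell-free | measure = normalized % inhibition | compound dosing = 20 µM, 1% DMSO | also added = 25 µM OMFP | schedule = reaction 20 min, ambient temperature | measured by = fluorescence read at 480 nm ex / 540 nm em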
DNMT1 block = blocks human DNA methyltransferase DNMT1; DNMT1 molecular beacon, Hinp1I cleavage, fluorescence; AID 588458; inhibition (reported as % activation of signal), % at 10 µM; 360,000 compounds, 0.83% hits; P26358; in the data active = inhibition above about 50%
SKN-1 block = inhibitors of C. elegans SKN-1. C. elegans VP596 Pgst-4::GFP/RFP ratio, acrylamide-induced, 24 h. inhibition, % at 21.8 µM. 360,000 compounds, 0.49% hits;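 active = interference check ratio from 0.5 to 1.5 plus GFP to RFP signal ratio inhibition reaching or exceeding a fixed threshold, cut at about 30% in these data, passing the limit was not always enough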; also: some compounds called inactive have numbers as strong as hits
Tb MetRS inh = blocks T. brucei methionyl-tRNA synthetase activity. purified T. brucei MetRS, ATP depletion, Kinase-Glo luminescence. inhibition, % at 11.9 µM. 360,000 compounds, 0.4% hits. AID 624268;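 active = inhibition above a per-plate cutoff of the control wells' mean inhibition plus 3 SD, cut at about 5.5% in these data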;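 also: 0% = DMSO wells median and 100% = median of wells with control inhibitor compound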
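assay system = parasite MetRS enzyme | timing = 15 min preincubation, 2 h reaction, all 25 °C | evaluation = percent inhibition relative to median high and low control wells | medium = HEPES buffer containing pyrophosphatase, BSA, spermine, DTT | compound = single dose, 11.9 µM final nominal, 0.9% final DMSO | detection = Kinase-Glo luminescence, ATP depletion format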
NRP1-CendR mod = alters CendR peptide binding to human NRP-1; FAM-RPARPAR peptide binding to NRP-1, fluorescence polarization; inhibition, % at 25 µM; 360,000 compounds, 0.85% hits; AID 602438;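 active = inhibition or corrected inhibition above about 18%, plus a signal ratio from 0.5 to 1.5, limit read from the data, passing the limit was not always enough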; also: strong numbers were not always called active
Target sequence (O14786 whole entry, looked up): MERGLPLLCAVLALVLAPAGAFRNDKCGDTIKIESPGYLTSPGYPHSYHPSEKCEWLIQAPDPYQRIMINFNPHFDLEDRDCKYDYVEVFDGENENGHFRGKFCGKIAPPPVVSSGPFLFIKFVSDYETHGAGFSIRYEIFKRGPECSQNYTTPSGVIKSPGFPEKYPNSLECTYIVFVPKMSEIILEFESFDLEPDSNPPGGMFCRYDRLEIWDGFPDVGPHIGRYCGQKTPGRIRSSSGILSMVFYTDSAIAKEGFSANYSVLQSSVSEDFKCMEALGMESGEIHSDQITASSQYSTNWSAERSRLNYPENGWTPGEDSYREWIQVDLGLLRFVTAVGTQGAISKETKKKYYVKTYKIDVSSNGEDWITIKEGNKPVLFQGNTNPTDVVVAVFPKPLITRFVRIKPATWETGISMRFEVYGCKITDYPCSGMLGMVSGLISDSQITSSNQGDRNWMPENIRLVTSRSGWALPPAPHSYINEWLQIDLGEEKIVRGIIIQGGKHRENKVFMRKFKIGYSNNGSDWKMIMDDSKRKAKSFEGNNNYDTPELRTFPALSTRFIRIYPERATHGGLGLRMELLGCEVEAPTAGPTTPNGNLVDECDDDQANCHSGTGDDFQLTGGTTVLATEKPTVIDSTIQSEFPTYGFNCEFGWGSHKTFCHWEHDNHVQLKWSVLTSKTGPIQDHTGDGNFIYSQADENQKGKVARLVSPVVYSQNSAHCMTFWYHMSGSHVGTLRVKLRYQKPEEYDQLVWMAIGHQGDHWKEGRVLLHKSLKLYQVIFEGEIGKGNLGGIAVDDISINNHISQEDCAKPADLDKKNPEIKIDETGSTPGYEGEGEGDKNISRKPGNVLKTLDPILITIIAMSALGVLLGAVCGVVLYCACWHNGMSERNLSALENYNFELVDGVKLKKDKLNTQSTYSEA
Scp1 inh = blocks human Scp-1 phosphatase activity. AID 493091. inhibition, % at 20 µM. Recombinant Scp1, phosphopeptide, malachite green phosphate absorbance. 340,000 compounds, 0.88% hits;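 active = inhibition above about 50% at 20 µM, limit read from the data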;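 also: plate controls were DMSO wells with enzyme for no effect and wells lacking enzyme for full effect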
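Test system: SCP-1 phosphatase catalytic domain, residues 76-261 | Compound dosing: One concentration, 20 µM, with 1.0% DMSO | Schedule: 45 min room-temperature reaction, 5 min colour, 30 min stabiliser | Detection: Absorbance at 630 nm | Read-out basis: % inhibition of SCP-1 phosphate liberation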
NadD block = inhibitors of Staphylococcus aureus NadD. purified NadD enzyme, colorimetric absorbance read-out. AID 602399. inhibition, % at 20 µM. 360,000 compounds, 0.78% hits; in the data active = inhibition above about 26%; also: some compounds past the cut are filed as inactive
SUMO1 PPI mod = modulators of human SUMO1-mediated protein-protein interactions; P63165; SUMO1 binding to a labelled peptide, TR-FRET, 1 h; inhibition, % at 20 µM; 360,000 compounds, 0.33% hits; AID 602429; in the data active = inhibition above about 37%
Target sequence (P63165 whole entry, looked up): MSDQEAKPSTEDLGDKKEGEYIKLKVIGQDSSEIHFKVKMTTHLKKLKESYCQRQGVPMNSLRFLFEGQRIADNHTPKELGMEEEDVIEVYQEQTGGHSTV
Neddyl block = cullin neddylation inhibition | P61081+Q13564 | TR-FRET cullin neddylation, biochemical | calls only at 25 µM | 360,000 compounds, 0.58% hits | AID 651699; in the data active = inhibition above about 36%
LMPTP inh = LMPTP (human) inhibition. P24666. recombinant LMPTP-A, OMFP fluorogenic substrate, fluorescence intensity. inhibition, % at 20 µM. 360,000 compounds, 0.22% hits. AID 651560;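 active = compounds that cut the enzyme signal by at least half of the control window in the single-dose screen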;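 also: plate controls were DMSO wells with enzyme plus substrate for no effect and substrate without enzyme for full effect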
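Buffer or medium: Bis-Tris pH 6.0, DTT, detergent; Assay system: LMPTP-A enzyme; Quantity: 0.625 nM enzyme; Detection: endpoint fluorescence intensity; Times: 50 min dark incubation at room temperature; Controls: substrate-only low control, DMSO enzyme-plus-substrate high control; Doses: single 20 µM dose; Read-out: percent inhibition versus substrate-only and uninhibited controls; Reagent: 400 µM OMFP.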
The depositor's hits bear a star; i = inactive; . = not tested or not shown. Hits appear at their usual frequency. Share with any hit: about 4.6%.

1) CN(C(=O)CC1C(=O)NCCN1Cc1cccc(C(F)(F)F)c1)C1CCOCC1 (centres undefined)
2) Cc1cc(N=O)c(C)cc1O
3) CCc1ccc2[nH]c(C(=O)N(C)c3ccc(F)cc3F)cc2c1
4) COc1ccccc1N1CCN(c2cc(=O)n(-c3ccc(Br)cc3)c(=O)[nH]2)CC1
5) CCC(C)NC(=O)c1cn(CC)c2cc(N3CCN(C)CC3)c(F)cc2c1=O (centres undefined)
6) COc1ccc(N2CCN(C(=O)c3cc4c(=O)n(Cc5ccccc5)ccc4nc3C)CC2)cc1
7) O=C1c2ccccc2S(=O)(=O)N1Cc1nnc(-c2ccccc2Br)o1
8) N#Cc1ccc(C(=O)N2CCCCC2c2cc(C(=O)Nc3ccc4c(c3)OCO4)no2)cc1 (centres undefined)
Assay by compound,1,2,3,4,5,6,7,8
STEP block,-2,-4,-4,-1,2,0,2,1
DNMT1 block,-7,-1,3,-3,1,-4,-1,1
SKN-1 block,30,-10,7,5,9,-10,-23,8
Tb MetRS inh,-0.5,0.5,-0.6,-0.3,2.4,0.0,-0.3,-0.2
NRP1-CendR mod,5,-9,0,-2,14,-6,-1,-9
Scp1 inh,-5,.,7,-6,-16,1,4,.
NadD block,-1,6,-7,2,-4,5,0,3
SUMO1 PPI mod,-3,0,-10,1,5,-1,5,-2
Neddyl block,i,i,i,i,.,i,i,i
LMPTP inh,-1.2,-0.6,0.7,0.3,-0.4,0.2,2.5,-0.3

9) COC(=O)C1=C(O)C2(C(=O)O)CC(C(=O)OC)=C(O)C(C(=O)O)(C1)C2
10) O=C(OCC(=O)N1CCOCC1)c1cc(=O)[nH]c2ccccc12
11) CCCS(=O)(=O)NC(=O)C1(C)CCN(C(=O)CSc2ccccc2)C1 (centres undefined)
12) COc1ccc(C(=O)NCCSCc2ccco2)cc1OC
13) COCCNC(=O)c1c(N)n(CCC2=CCCCC2)c2nc3ccccc3nc12
14) CC(=O)c1ccc(OCCCC(=O)N2CCN(S(=O)(=O)c3cccs3)CC2)cc1
15) CCOC(=O)c1oc2cc(C)cc(C)c2c1C
16) CC(=O)c1cc(F)c(N2CCN(c3ccc([N+](=O)[O-])cc3F)CC2)cc1C
Assay by compound,9,10,11,12,13,14,15,16
STEP block,3,0,0,-4,-2,1,3,2
DNMT1 block,2,4,3,5,-14,-1,3,8
SKN-1 block,-11,6,3,-8,6,10,5,6
Tb MetRS inh,0.3,-0.4,0.0,-0.9,-0.1,-0.2,0.1,0.1
NRP1-CendR mod,7,-7,4,5,-9,-3,6,-4
Scp1 inh,-4,4,.,-3,0,-2,-3,-7
NadD block,0,-4,3,-1,5,4,-4,-3
SUMO1 PPI mod,-13,-23,3,3,8,-4,1,-5
Neddyl block,i,i,i,i,.,i,i,i
LMPTP inh,-4.4,0.0,0.0,-1.7,1.9,1.1,0.9,0.5

17) O=C(CCS(=O)(=O)c1ccccc1)Nc1ccc(S(=O)(=O)Nc2nccs2)cc1
18) C(=N\Nc1nc2ccccc2s1)/c1ccco1
19) O=C(NC(C(=O)c1ccccc1)n1c(=O)cc[nH]c1=S)c1ccccc1 (centres undefined)
20) Cc1ccccc1-n1ncc2c(SCC(=O)NC3CCCC3)ncnc21
21) O=C(Nc1cnn(Cc2ccc(Cl)cc2)c1)c1cccs1
22) O=C1CC(C(=O)N2CCN(c3ccc(F)cc3)CC2)CN1CCc1ccccc1 (centres undefined)
23) Cc1cccc(NC(=S)NCc2cccs2)c1C
24) O=C(N/N=C/c1ccc(OC(=O)c2cccc(F)c2)cc1)c1cccnc1
Assay by compound,17,18,19,20,21,22,23,24
STEP block,-1,-1,1,3,-2,0,-2,98*
DNMT1 block,3,1,21,4,-4,0,-1,48
SKN-1 block,3,-3,3,3,3,16,11,-17
Tb MetRS inh,0.3,-1.1,0.0,-0.3,0.4,1.1,-0.2,0.1
NRP1-CendR mod,-14,-2,0,6,18,5,5,-1
Scp1 inh,5,-11,0,-3,-11,-13,-2,20
NadD block,1,3,3,-2,-4,3,-7,7
SUMO1 PPI mod,2,-10,2,-4,22,0,3,21
Neddyl block,i,i,i,i,i,i,i,i
LMPTP inh,-1.6,-1.2,0.1,-0.4,1.6,-1.5,0.4,57*

25) CCCCc1ncc(CN2CCC(CC3CCCCO3)(C(=O)OCC)CC2)[nH]1 (centres undefined)
26) C[C@H](CO)N1C[C@H](C)[C@@H](CN(C)Cc2ccccc2)Oc2c(NC(=O)Cc3ccccc3)cccc2C1=O
27) Cc1cccc(NC(=O)CNC(=O)c2ccc(S(=O)(=O)NCc3ccco3)cc2)c1C
28) C[C@H]1CN([C@@H](C)CO)C(=O)CCCn2nncc2CO[C@H]1CN(C)C(=O)NC1CCCCC1
29) c1ccc2c(c1)ccn1c(Cc3ccsc3)c(C3CCCCC3)nc21
30) O=C(NNC(=O)c1ccncc1)Nc1ccc(Br)cc1
31) COc1ccc(N2CC(O)=C(c3nc4ccccc4s3)C2=N)cc1
32) COc1cc(F)ccc1-c1cc(C(=O)NCc2ccc(C(F)(F)F)cc2)[nH]n1
Assay by compound,25,26,27,28,29,30,31,32
STEP block,-3,2,0,0,.,0,-1,-1
DNMT1 block,-2,-1,1,3,.,-2,3,5
SKN-1 block,-1,-2,-3,5,-7,15,15,8
Tb MetRS inh,-0.7,0.3,0.2,-1.2,-0.5,0.1,-0.3,0.0
NRP1-CendR mod,-14,4,-7,3,-45,5,8,-2
Scp1 inh,0,-5,.,.,.,-12,-1,.
NadD block,-9,0,0,3,11,0,5,-1
SUMO1 PPI mod,0,10,13,0,8,-6,-2,0
Neddyl block,i,i,i,i,i,i,i,i
LMPTP inh,-0.9,-0.4,0.1,-0.9,4.2,-1.4,0.7,0.8

33) COc1ccc(N2C(=O)CC(N3CCN(c4ccccc4OC)CC3)C2=O)cc1 (centres undefined)
34) Cc1ccc(OCC(=O)Nc2ccc(C(=O)Nc3ccccc3C(=O)O)cc2)cc1C
35) CC(C)C(=O)NC(c1ccco1)c1c(O)ccc2ccccc12 (centres undefined)
36) O=C(NC(=O)c1c(F)cccc1F)Nc1ccccc1SC(F)F
37) CC(C)Oc1ccc(C(=O)NC2CCN(Cc3ccccc3)CC2)cc1
38) O=C(NCCC1=CCCCC1)C1CCN(S(=O)(=O)c2cnc[nH]2)CC1
39) CNC(=O)COc1ncnc2sccc12
40) CCc1nnc(NC(=O)C2CCN(c3nc(C)cc(C)n3)CC2)s1
Assay by compound,33,34,35,36,37,38,39,40
STEP block,0,-3,-2,-2,-2,-3,-4,-4
DNMT1 block,1,-4,11,-2,-3,0,4,2
SKN-1 block,-17,-1,3,12,17,12,-6,23
Tb MetRS inh,-0.2,-0.1,0.3,-0.1,-0.6,0.2,-1.2,-0.4
NRP1-CendR mod,13,-3,8,-9,7,12,5,-1
Scp1 inh,-4,.,-6,-17,1,-6,-4,-5
NadD block,-1,3,-8,-4,-10,-1,5,1
SUMO1 PPI mod,1,15,-4,3,0,-5,0,5
Neddyl block,i,i,i,i,i,i,i,i
LMPTP inh,-0.1,0.3,0.2,-0.8,-1.5,-0.5,-1.5,-0.8

41) O=C(NC1CC1)c1c[nH]c2ccc(S(=O)(=O)Nc3cccc(C(F)(F)F)c3)cc2c1=O
42) Cc1cc(C)c(C)c(OCC(=O)NCc2nc(-c3ccccc3)no2)c1
43) CCc1cc2c(=O)n(-c3ccccc3)c(SCC(=O)O)nc2s1
44) O=C(O)c1ccccc1Nc1ccc2nonc2c1[N+](=O)[O-]
45) N=c1c2c(-c3ccccc3)c(-c3ccccc3)n(Cc3ccco3)c2ncn1CCCN1CCOCC1
46) CC(/C=N/NC(=O)c1cc(-c2ccccc2)nc2ccccc12)=C\c1ccco1
47) CCn1c(Cc2ccccc2)nnc1SCC(=O)Nc1ccc(N)cc1
Assay by compound,41,42,43,44,45,46,47
STEP block,0,4,1,3,2,-1,1
DNMT1 block,-3,-9,-1,1,1,-19,-3
SKN-1 block,14,-21,16,18,-7,3,15
Tb MetRS inh,0.8,-1.3,-0.3,0.2,-0.8,-0.2,0.1
NRP1-CendR mod,10,1,5,-5,-1,2,3
Scp1 inh,-13,-7,-8,-4,-1,-7,-7
NadD block,-5,-7,-2,-1,-7,24,-1
SUMO1 PPI mod,10,1,4,-34,1,-9,-1
Neddyl block,i,i,i,i,i,i,i
LMPTP inh,1.4,0.5,-0.9,0.9,0.0,2.6,-1.7

Some of the entries above in another layout.
item | SMILES | STEP block | DNMT1 block | SKN-1 block | Tb MetRS inh | NRP1-CendR mod | Scp1 inh | NadD block | SUMO1 PPI mod | Neddyl block | LMPTP inh
42 | Cc1cc(C)c(C)c(OCC(=O)NCc2nc(-c3ccccc3)no2)c1 | 4 | -9 | -21 | -1.3 | 1 | -7 | -7 | 1 | i | 0.5
43 | CCc1cc2c(=O)n(-c3ccccc3)c(SCC(=O)O)nc2s1 | 1 | -1 | 16 | -0.3 | 5 | -8 | -2 | 4 | i | -0.9
44 | O=C(O)c1ccccc1Nc1ccc2nonc2c1[N+](=O)[O-] | 3 | 1 | 18 | 0.2 | -5 | -4 | -1 | -34 | i | 0.9
45 | N=c1c2c(-c3ccccc3)c(-c3ccccc3)n(Cc3ccco3)c2ncn1CCCN1CCOCC1 | 2 | 1 | -7 | -0.8 | -1 | -1 | -7 | 1 | i | 0.0
46 | CC(/C=N/NC(=O)c1cc(-c2ccccc2)nc2ccccc12)=C\c1ccco1 | -1 | -19 | 3 | -0.2 | 2 | -7 | 24 | -9 | i | 2.6

Compound activity: PubChem, several laboratories
